Compound activity as filed in PubChem BioAssay.
ELG1 genotoxic: inducers of genotoxicity in HEK293T ELG1-luciferase cells | HEK293T ELG1-luciferase reporter, luminescence, 16 h | Potency, µM (doses to about 46 µM), inactives show at the highest dose activity change, positive = activation, most hits filed as activators | 1.3% of 330,000 active | AID 504466; note: % of control where 0% means no effect; nearly all actives have a fitted effect of over 60% in size
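Quantitative HTS format in 1536-well plates. HEK293T ELG1-luciferase reporter cells receive test compound and are incubated 16 hr at 37 °C, 5% CO2; ONE-Glo added, 30 min room temperature, then luminescence read.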
BRCA1 expr up: increases BRCA1 expression | Potency, µM (titrated, usually from 46.1 µM), for inactives: at the highest dose activation, usual class: activators | 1.1% of 380,000 active | MCF7-BRCA1-FFLuc reporter, luminescence, 48 h; response scale: scaled: vehicle 0%, 10 µM genistein 100%; note: nearly all actives have a fitted effect of over 80% in size; some results filed as inactive show a strong effect at the top dose
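MCF7-BRCA1-FFLuc, 2000 cells/well; 2 h attach, 37 °C/5% CO2; compound 48 h; luciferase substrate 15 min; luminescence end-point. Norm. to genistein 10 microM max activation and DMSO; concentration-response curves fitted.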
RORgamma inh: blocks mouse ROR gamma transcriptional activity | P51450 | Drosophila S2 Gal4-RORgamma UAS-luciferase reporter, 20 h | Potency, µM (doses to about 53.6 µM), for the others: top-dose activity change, negative = inhibition, most hits filed as inhibitors | 5.4% of 310,000 active; note: % is set by controls: 0 for no effect and ±100 for the full control effect; nearly all actives have a fitted effect of over 60% in size
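Compounds are pin-transferred onto Drosophila Schneider cells expressing a copper-inducible Gal4–ROR gamma transactivation domain fusion. After 1 hr, copper sulfate is added to 700 uM final; luciferase is read 20 hr later.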
uPA surface inh: inhibitors of cell surface uPA generation | cell surface uPA generation assay, qHTS | Potency, µM (highest dose often 38.3 µM), inactives show top-dose activity change, negative = inhibition, actives largely listed as inhibitors | 0.31% of 330,000 active; active = well fitted inhibition curve with a large enough effect; inconclusive = small, poorly fitted or top-dose-only effect; inactive = no such curve, though single readings can be large or run the other way; tested in mouse RAW 264.7 cells; note: % is set by controls: 0 for no effect and ±100 for the full control effect; nearly all actives have a fitted effect of over 55% in size
MBNL1 CUG block: inhibitors of human MBNL1 binding to CUG repeat RNA. Q9NR56. TR-FRET MBNL1-His/biotin-(CUG)12 binding, 665/545 ratio. Potency, µM (top dose mostly 57.5 µM), for inactives: top-dose activity change, negative = inhibition, most hits filed as inhibitors. AID 2675. 0.036% of 280,000 active; active = well fitted inhibition curve with a large enough effect in the signal ratio, with a control signal flat, not every such curve was filed as active; inconclusive = small, poorly fitted or top-dose-only effect, or effect the other way, or a change in a side signal; inactive = no such curve, though single readings can be large or run the other way; the % refers to the signal ratio; note: % is set by controls: 0 for no effect and ±100 for the full control effect
Target sequence (Q9NR56 whole entry, looked up): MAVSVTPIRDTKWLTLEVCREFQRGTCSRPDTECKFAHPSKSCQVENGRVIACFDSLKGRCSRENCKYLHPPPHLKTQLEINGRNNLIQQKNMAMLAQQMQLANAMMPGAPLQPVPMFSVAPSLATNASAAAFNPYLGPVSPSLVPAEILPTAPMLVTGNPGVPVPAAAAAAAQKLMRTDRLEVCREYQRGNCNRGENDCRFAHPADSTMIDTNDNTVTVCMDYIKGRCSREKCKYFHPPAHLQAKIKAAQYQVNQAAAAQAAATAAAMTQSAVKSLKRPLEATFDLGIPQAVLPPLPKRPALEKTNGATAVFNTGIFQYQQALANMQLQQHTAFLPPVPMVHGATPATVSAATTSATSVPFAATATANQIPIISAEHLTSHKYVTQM
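Inhibition of protein-RNA binding appears as loss of TR-FRET between terbium anti-His antibody on MBNL1-His and streptavidin-XL665 on biotin-(CUG)12. Activity is normalized to buffer-only and uninhibited-complex controls.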
Gal4-VP16 FLuc: counter-screen for ROR gamma inhibitors: Gal4-VP16 reporter; Drosophila S2 Gal4-VP16 UAS-luciferase, luminescence, 20 h; AID 2546; Potency, µM (highest dose often 53.6 µM), without a hit: at the top dose activity, negative = inhibition, actives largely listed as inhibitors; 3.5% of 310,000 active;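 note: Gal4-VP16 expression switched on by copper sulfate through the metallothionein promoter; % is set by controls: 0 for no effect and ±100 for the full control effect; nearly all actives have a fitted effect of over 50% in size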
FLuc modulator: firefly luciferase modulation, counter-screen for miR-21 project | P08659 | purified FLuc, Km substrates, luminescence inhibition | Potency, µM (titrated, usually from 57.5 µM), for the others: top-dose activity change, negative = inhibition, most hits filed as inhibitors | 6.9% of 360,000 active | AID 588342;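 note: plate controls were vehicle for no effect and reference inhibitor for full effect; nearly all actives have a fitted effect of over 55% in size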
Target sequence (P08659 whole entry, looked up): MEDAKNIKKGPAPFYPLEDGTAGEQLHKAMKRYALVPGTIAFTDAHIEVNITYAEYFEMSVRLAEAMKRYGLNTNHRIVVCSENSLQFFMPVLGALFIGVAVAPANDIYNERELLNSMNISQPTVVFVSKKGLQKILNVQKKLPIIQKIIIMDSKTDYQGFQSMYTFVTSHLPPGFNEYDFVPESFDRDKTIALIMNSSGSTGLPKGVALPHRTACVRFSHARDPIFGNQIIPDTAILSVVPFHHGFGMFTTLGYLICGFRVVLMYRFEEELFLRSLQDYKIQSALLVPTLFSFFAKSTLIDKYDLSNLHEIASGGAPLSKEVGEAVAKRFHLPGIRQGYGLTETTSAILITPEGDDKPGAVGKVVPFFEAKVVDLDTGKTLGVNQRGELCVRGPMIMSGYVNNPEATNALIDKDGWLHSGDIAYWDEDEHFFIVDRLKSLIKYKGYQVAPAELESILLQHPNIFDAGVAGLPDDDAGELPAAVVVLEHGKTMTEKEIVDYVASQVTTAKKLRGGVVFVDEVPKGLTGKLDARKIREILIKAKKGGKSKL
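Purified P. pyralis luciferase, 10 nM final, with Km-level 10 uM D-luciferin and 10 uM ATP in 50 mM Tris acetate pH 7.5, 10 mM Mg acetate, 0.01% Tween-20, 0.05% BSA; 6-point qHTS titration about 60 µM downward; luminescence read.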
p53 reactivator: mutant p53 re-activation in reporter cells | H1299 p53-A138V BP100-luciferase reporter, luminescence, 24 h | Potency, µM (series often up to 92.2 µM), inactives show at the highest dose activity change, positive = activation, actives largely listed as activators | 0.063% of 320,000 active; note: % of control where 0% means no effect; nearly all actives have a fitted effect of over 45% in size
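p53-null H1299 cells stably carrying temperature-sensitive p53-A138V and a BP100-luciferase reporter were pinned with compounds (4-point, 1:5 series) and held 24 hrs at 37 deg C. Luminescence was read 10 min after detection reagent.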
Rab9 prom act: Rab9 promoter activation; AID 485297; 2.8% of 320,000 active; Potency, µM (highest dose often 9.22 µM), inactives show at the highest dose activation, negative = inhibition, hits mostly activators; Huh7 Rab9 promoter-luciferase reporter, luminescence, 24 h; note: % of control where 0% means no effect; nearly all actives have a fitted effect of over 60% in size
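Huh7 cells stably carrying a Rab9 promoter-luciferase reporter, 1500 cells per well in OP-MEM I with 10% FBS, treated with compound 24 hours at 37C. Luciferase activity read by luminescence after 10 minutes with Amplite reagent.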
NPC1 prom act: activators of NPC1 promoter | Huh7 NPC1 promoter luciferase reporter, 24 h | Potency, µM (titrated, usually from 9.22 µM), for inactives: at the highest dose activation, most hits filed as activators | 2.4% of 320,000 active | AID 485313;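 note: % of control where 0% means no effect; nearly all actives have a fitted effect of over 60% in size; reporter is driven by a mutant NPC1 promoter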
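Cells: Huh7 expressing luciferase under the NPC1 promoter, 1500/well. Seeded 2 h, compound added, incubated 24 h at 37 °C. Luciferase reagent, 10 min ambient, then luminescence.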
Numbers without * were called inactive; ? = inconclusive; . = no result given; & = joins results of further samples; [ ] = another dose, or the depositor's remark. Unless noted, calls come from the whole dose curve; as a rule, active = well fitted curve in the direction sought with a large enough effect; inconclusive = small, poorly fitted or top-dose-only effect, or another doubt; inactive = no such curve, though single readings can be large; an effect the other way counts as inactive or inconclusive. Potency is the fitted concentration of half-maximal effect.

Screens in order – RORgamma inh	p53 reactivator	NPC1 prom act	ELG1 genotoxic	Rab9 prom act	MBNL1 CUG block	BRCA1 expr up	uPA surface inh	FLuc modulator	Gal4-VP16 FLuc
- c1ccc2c(c1)Sc1ccccc1-n1cnnc1-2
  41%	-6%	-4%	-4%	-3%	-5%	-6%	-3%	-2%	4%
- CC(C)CN1C(=S)SC(C)(C)C1n1oc(=O)n(-c2ccc(Cl)cc2)c1=O (stereo not given)
  ?	11%	11%	-4%	-3%	0%	-12%	-8%	-4%	-10%
- c1ccc2c(c1)nc(N1CCCCCC1)c1ccccc12
  20%	6%	1%	-1%	0%	-15%	-44%	0%	-19%	-6%
- CC(O)CNc1nc2c(c(=O)n(C)c(=O)n2C)n1Cc1cccc(Br)c1 (stereo not given)
  33%	0%	-8%	-9%	-3%	-6%	-58%	-4%	3%	0%
- Cc1ccccc1CC(=O)NC1CCCCCC1
  17%	-7%	-1%	4%	-6%	-4%	4%	-15%	-4%	2%
- COCCNC(=O)CN(C(=O)CCC(=O)Nc1nccs1)c1ccc2c(c1)OCO2
  1%	8%	-2%	5%	-4%	2%	-9%	2%	4%	-7%
- Cc1nc2c(ccc3c([N+](=O)[O-])cccc32)c(C)c1C
  18%	-1%	12%	6%	15%	5%	22%	-21%	-18%	1%
- COc1cccc(C2CC(C(F)(F)F)n3ncc(C(=O)NCc4ccco4)c3N2)c1 (stereo not given)
  7%	-4%	0%	3%	-5%	-4%	-19%	6%	3%	-1%
- COc1ccc(NC(=O)CSc2nnc(-c3cccs3)n2N)c(OC)c1
  .	-8%	1%	-2%	-2%	.	-2%	1%	3%	.
- O=C(Nc1ccc(S(=O)(=O)Nc2ncccn2)cc1)c1cccc(S(=O)(=O)N2CCOCC2)c1
  -4%	-1%	0%	0%	-4%	.	-10%	-5%	6%	-4%
- COCCn1cnnc1SCC(=O)c1ccc(S(=O)(=O)N2CCCC2)cc1
  2%	-6%	-3%	-2%	-1%	15%	0%	0%	3%	-3%
- C#CCOC(=O)C[N+](C)(C)CC=C
  -3%	-2%	-3%	2%	-1%	-3%	-5%	2%	-2%	-5%
- Cc1nnsc1-c1nc2ccccc2[nH]1
  -12%	1%	6%	0%	0%	31%[activator]	0%	1%	-8%	3%
- Cc1ccc(NC(=O)C2(c3ccc([N+](=O)[O-])cc3)CCCC2)cc1
  39%	-14%	0%	-3%	-6%	45%[activator]	-3%	-11%	1%	-3%
- C/C(=N\Nc1ccc([N+](=O)[O-])cc1[N+](=O)[O-])C(C)(C)C(C(=O)O)C(=O)O
  -1%	-3%	0%	0%	0%	89%[activator]	-1%	-1%	-6%	11%
- CCC(=NC)C1=C(O)CC(c2ccccc2)CC1=O (stereo not given)
  20%	.	18%	14%	?	-1%	20%	-2%	-16%	6%
- CN1CCN(S(=O)(=O)c2ccc3c(c2)OCCO3)CC1
  -2%	3%	-1%	0%	-4%	-3%	5%	-1%	2%	3%
- COCc1cc(=O)[nH]c(SCCS(=O)(=O)c2ccc(Cl)cc2Cl)n1
  17%	-6%	-5%	16%	-5%	-18%	-36%	?	1%	0%
- CC(=O)Nc1ccc(NC(=O)C(C)O/N=C/c2cccc([N+](=O)[O-])c2)cc1 (stereo not given)
  15%	-5%	-2%	-3%	-4%	?	-7%	7%	1%	5%
- CCOc1cc(/C=C(\C#N)C(=O)Nc2ccc(S(N)(=O)=O)cc2)ccc1OCCN1CCOCC1
  -2%	19%	?	0%	-2%	5%	6%	3%	0%	-3%

Some of the entries so far, with bars between the fields:
molecule | RORgamma inh | p53 reactivator | NPC1 prom act | ELG1 genotoxic | Rab9 prom act | MBNL1 CUG block | BRCA1 expr up | uPA surface inh | FLuc modulator | Gal4-VP16 FLuc
COc1ccc(NC(=O)CSc2nnc(-c3cccs3)n2N)c(OC)c1 | . | -8% | 1% | -2% | -2% | . | -2% | 1% | 3% | .
O=C(Nc1ccc(S(=O)(=O)Nc2ncccn2)cc1)c1cccc(S(=O)(=O)N2CCOCC2)c1 | -4% | -1% | 0% | 0% | -4% | . | -10% | -5% | 6% | -4%
COCCn1cnnc1SCC(=O)c1ccc(S(=O)(=O)N2CCCC2)cc1 | 2% | -6% | -3% | -2% | -1% | 15% | 0% | 0% | 3% | -3%
C#CCOC(=O)C[N+](C)(C)CC=C | -3% | -2% | -3% | 2% | -1% | -3% | -5% | 2% | -2% | -5%
Cc1nnsc1-c1nc2ccccc2[nH]1 | -12% | 1% | 6% | 0% | 0% | 31%[activator] | 0% | 1% | -8% | 3%

The list goes on.
Screens in order – RORgamma inh	p53 reactivator	NPC1 prom act	ELG1 genotoxic	Rab9 prom act	MBNL1 CUG block	BRCA1 expr up	uPA surface inh	FLuc modulator	Gal4-VP16 FLuc
- Nc1nc(SCc2c(Cl)cccc2Cl)n[nH]1
  10%	0%	-2%	15%	14%	-8%	25%	2%	-4%	14%
- O=C(c1ccc(N2CCOCC2)c([N+](=O)[O-])c1)N1CCCCC1
  3%	12%	4%	1%	0%	?	4%	-2%	-1%	0%
- CN1CC(=O)NC1=NC(=O)c1ccc(Cl)c(S(=O)(=O)N2CCCCCC2)c1
  3.5µM*	-1%	-4%	-3%	0%	1%	-19%	-3%	0%	16µM*
- CC(C)(C)c1nnc(NC(=O)C2CCN(C(=O)c3ccco3)CC2)s1
  5%	-2%	0%	-4%	1%	1%	-21%	1%	0%	10%
- CCOc1ccc(C(C)C)cc1S(=O)(=O)Nc1ccc(Cl)cn1
  1%	7%	1%	-5%	0%	2%	-20%	2%	-20%	-10%
- CCCC(=O)Nc1ccc(-c2nc3cc(C)c(C)cc3o2)cc1
  1.3µM*	?	0.35µM*	?	0.35µM*	2%	?	-7%	1.1µM*	?
- COC(=O)c1ccc(C2NC(C(=O)O)CS2)cc1 (stereo not given)
  -5%	2%	2%	1%	-5%	3%	5%	.	5%	0%
- Cc1oc2c(c1C(=O)NCCO)CCCC2
  -3%	-1%	-2%	-4%	-4%	-5%	0%	1%	5%	4%
- Cc1ccc(NS(=O)(=O)c2cc(C(=O)N3CCN(CCO)CC3)ccc2C)cc1
  .	5%	-4%	0%	-8%	.	-17%	-16%	3%	.
- Cc1cccc(C)c1NC(=O)Nc1ccccc1-n1ccnc1
  -15%	-1%	-2%	1%	-7%	-2%	-2%	1%	1%	-3%
- CC1CSc2nnc(CCc3ccccc3)n21 (stereo not given)
  0%	-3%	1%	1%	4%	2%	10%	6%	15%	-4%
- O=C(NCc1ccco1)c1ccccc1
  -4%	-18%	0%	-5%	0%	-2%	23%	4%	0%	3%
- O=C(O)CSc1nnc(C2COc3ccccc3O2)n1-c1ccccc1 (stereo not given)
  -28%	4%	6%	-1%	5%	-19%	0%	1%	1%	-11%
- Cc1ccc(NC(=O)CSc2nc(NS(=O)(=O)c3ccccc3)cc(=O)[nH]2)cc1
  -31%	2%	0%	2%	0%	-5%	-10%	-1%	-3%	4%
- O=C1NC(=Nc2ccc(O)cc2)S/C1=C\C=C\c1ccco1
  5%	7%	-22%	?	-13%	.	1%	-12%	-2%	?
- Cc1c(C(=O)NC2CCCCC2)oc2ccccc12
  32%	.	?	?	?	0%	?	1%	15µM*	13%
- COc1ccccc1N1CCN(C(=O)c2ccc(CN3CCc4ccccc4C3)cc2)CC1
  3%	8%	-5%	-8%	0%	-2%	-45%	-1%	2%	8%
- CCCCC(=O)Nc1cc(N(C)C)nc2ccccc12
  6%	-21%	-2%	-1%	7%	5%	-45%	-6%	-2%	-2%
- Cc1nn(CCCC(=O)Nc2c(F)cc(F)cc2Br)c(C)c1[N+](=O)[O-]
  24%	-2%	0%	0%	8%	-4%	-19%	-2%	0%	16%
- COc1ccc(C2/C=C\CN(C(=O)CC(C)(C)C)CC(=O)N2Cc2ccc(F)cc2)cc1 (stereo not given)
  37%&36%	-2%	0%	-5%	-5%	10%	-5%	-3%	2%	-7%&-10%
